Screening results (PubChem BioAssay)
GSTO1 inh – inhibitors of recombinant GSTO1, primary screen, counter-screen for RBBP9 inhibitor project, biochemical, fluorescence polarization | 300,000 compounds, 1.1% hits | activity-based probe fluorescence polarization | inhibition, % at 5.96 µM | Glutathione S-transferase omega-1 (Homo sapiens), P78417;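 active means inhibition above the campaign mean inhibition plus 3 SD, cut at about 35% in these data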;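 further: 0% = GSTO1-1 with DMSO and 100% = wells lacking GSTO1-1 enzyme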
PAFAH1B3 FP inh – PAFAH1B3 enzyme inhibitors, primary screen, biochemical, fluorescence polarization, human; Platelet-activating factor acetylhydrolase IB subunit alpha1 (Homo sapiens), Q15102; recombinant PAFAH1B3, FP-rhodamine probe; inhibition, % at 3.39 µM; 340,000 compounds, 0.28% hits;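 active means inhibition above the screen-wide average of all tested compounds plus 3 SD, cut at about 25% in these data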;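 further: 0% = enzyme with DMSO only and 100% = wells lacking PAFAH1B3 protein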
Target sequence (Q15102 whole entry, looked up): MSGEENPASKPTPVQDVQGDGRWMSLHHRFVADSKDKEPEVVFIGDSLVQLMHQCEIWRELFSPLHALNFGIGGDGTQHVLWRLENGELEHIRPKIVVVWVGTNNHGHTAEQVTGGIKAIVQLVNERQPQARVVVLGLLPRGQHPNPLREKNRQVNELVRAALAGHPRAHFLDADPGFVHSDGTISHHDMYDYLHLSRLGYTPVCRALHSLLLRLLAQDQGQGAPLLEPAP
PAFAH1B2 FP inh – PAFAH1B2 enzyme inhibitors, primary screen, biochemical, fluorescence polarization, human | Platelet-activating factor acetylhydrolase IB subunit alpha2 (Homo sapiens), P68402 | recombinant PAFAH1B2, FP-rhodamine activity probe | inhibition, % at 3.39 µM | 340,000 compounds, 1.2% hits | AID 492953, 2010;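 active means inhibition above the mean of all tested compounds plus 3 SD, cut at about 24% in these data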;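 further: 0% = enzyme with DMSO and 100% = wells lacking PAFAH1B2; many of its hits are not listed in these tables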
PAD4 FP inh – human PAD4 inhibitors, primary screen, biochemical, fluorescence polarization, 1536-well format. Protein-arginine deiminase type-4 (Homo sapiens), Q9UM07. inhibition, % at 6.36 µM. recombinant PAD4, RCA probe fluorescence polarization. 330,000 compounds, 0.41% hits;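 active means percent inhibition above a cutoff equal to the mean of all tested compounds plus 3 SD, cut at about 15% in these data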;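 further: 0% = PAD4 with RCA probe and DMSO and 100% = probe without PAD4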
PME-1 primary – PME-1 inhibitors via competitive probe labeling, primary screen, biochemical, fluorescence polarization, FP-Rh probe, HTS. 320,000 compounds, 0.53% hits. Protein phosphatase methylesterase 1 (Homo sapiens), Q9Y570. recombinant PME-1. inhibition, % at 5.9 µM;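 active means inhibition above the campaign mean of all compounds plus 3 SD, cut at about 26% in these data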;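 further: competitive labeling of PME-1 active site by serine hydrolase directed probe; 0% = PME-1 with DMSO and 100% = wells lacking PME-1 enzyme; inhibitors block probe labeling so polarization falls and inhibition rises; many of its hits are not listed in these tables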
Target sequence (Q9Y570 whole entry, looked up): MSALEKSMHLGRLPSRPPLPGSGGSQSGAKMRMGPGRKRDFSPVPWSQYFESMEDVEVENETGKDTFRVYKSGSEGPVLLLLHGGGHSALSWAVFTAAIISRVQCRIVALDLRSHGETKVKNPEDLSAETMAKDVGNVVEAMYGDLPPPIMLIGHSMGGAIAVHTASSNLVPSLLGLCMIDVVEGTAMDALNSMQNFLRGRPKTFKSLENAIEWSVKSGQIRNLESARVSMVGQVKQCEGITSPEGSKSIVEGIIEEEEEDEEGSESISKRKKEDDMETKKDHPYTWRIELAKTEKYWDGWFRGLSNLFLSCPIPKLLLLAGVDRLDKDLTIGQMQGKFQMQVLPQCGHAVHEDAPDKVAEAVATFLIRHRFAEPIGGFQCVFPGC
PREPL inhibitor – PREPL enzyme inhibitors, primary screen, biochemical, fluorescence polarization. inhibition, % at 5.96 µM. Prolyl endopeptidase-like (Homo sapiens), Q4J6C6. 320,000 compounds, 0.68% hits. recombinant PREPL, fluorescence polarization activity-based probe; in the data active means inhibition above about 43%;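 further: 0% = enzyme with DMSO and 100% = wells lacking enzyme; many of its hits are not listed in these tables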
pPAFAH FP inh – pPAFAH enzyme inhibitors, primary screen, biochemical, fluorescence polarization, human; 330,000 compounds, 1.5% hits; Platelet-activating factor acetylhydrolase (Homo sapiens), Q13093; inhibition, % at 3.39 µM; recombinant pPAFAH, FP-rhodamine probe fluorescence polarization;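 active means inhibition above the mean inhibition across the screen plus 3 SD, cut at about 25% in these data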;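 further: inhibitors block binding of the rhodamine activity-based probe so polarization drops; 0% = enzyme with DMSO and 100% = wells lacking pPAFAH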
LYPLA1 inh – LYPLA1 inhibitors, primary screen, counter-screen for PME1 inhibitor project, biochemical, fluorescence polarization, FP-Rh probe ABPP | recombinant LYPLA1 | inhibition, % at 5.9 µM | 320,000 compounds, 0.16% hits | AID 2174, 2009;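 active means inhibition above the mean of all tested compounds plus 3 SD, set per campaign, cut at about 14% in these data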;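 further: inhibitors block serine hydrolase probe labeling of LYPLA1 so polarization falls; 0% = enzyme with DMSO and 100% = wells lacking LYPLA1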
Target sequence (O75608 whole entry, looked up): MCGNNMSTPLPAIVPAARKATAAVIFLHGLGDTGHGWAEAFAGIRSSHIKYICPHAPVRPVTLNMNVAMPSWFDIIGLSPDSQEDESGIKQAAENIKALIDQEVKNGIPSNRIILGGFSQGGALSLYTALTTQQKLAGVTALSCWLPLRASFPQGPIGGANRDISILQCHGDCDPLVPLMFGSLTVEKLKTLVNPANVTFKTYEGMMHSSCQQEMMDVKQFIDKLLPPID
LYPLA2 inh – LYPLA2 inhibitors, primary screen, counter-screen for PME1 inhibitor project, biochemical, fluorescence polarization, FP-Rh probe ABPP. recombinant LYPLA2. Acyl-protein thioesterase 2 (Homo sapiens), O95372. inhibition, % at 5.9 µM. AID 2177, 2009. 320,000 compounds, 0.38% hits;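 active means inhibition above the screen-wide mean plus 3 SD, limit set per campaign, cut at about 26% in these data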;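 further: 0% = LYPLA2 with DMSO and 100% = wells lacking LYPLA2 enzyme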
Target sequence (O95372 whole entry, looked up): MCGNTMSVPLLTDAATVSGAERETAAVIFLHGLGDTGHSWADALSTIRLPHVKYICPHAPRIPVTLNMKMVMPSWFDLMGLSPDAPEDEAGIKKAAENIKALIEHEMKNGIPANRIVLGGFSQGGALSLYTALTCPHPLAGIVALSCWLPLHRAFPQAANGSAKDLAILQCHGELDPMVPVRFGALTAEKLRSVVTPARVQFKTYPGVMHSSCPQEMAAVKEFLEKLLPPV
Active calls of the source: *; x = no result given. Only part of the results is shown; count on the stated rates, not on these rows.

SMILES	GSTO1 inh	PAFAH1B3 FP inh	PAFAH1B2 FP inh	PAD4 FP inh	PME-1 primary	PREPL inhibitor	pPAFAH FP inh	LYPLA1 inh	LYPLA2 inh
CCCSc1cc(NCCOC(C)=O)c([N+](=O)[O-])c2nonc12	8	4	2	-6	2	2	2	0	5
CCn1ccnc1CNC(=O)CC1C(=O)NCCN1Cc1ccc(F)cc1Cl (centres undefined)	3	3	-4	-6	7	24	7	0	-1
COc1ccccc1/C=C/C(=O)OCC(=O)N1c2ccccc2CC1C (centres undefined)	x	-2	-1	-2	-7	-9	-1	-6	-9
Cc1ccnc(N2C(=O)c3cccc4c([N+](=O)[O-])ccc(c34)C2=O)c1	-26	31*	1	1	14	9	11	-3	-7
Cc1csc(-c2cccnc2)n1	2	5	5	-5	-2	5	1	3	-10
O=C(c1cc(-c2ccc(F)cc2)nc2ccccc12)N1CCN(C2CCS(=O)(=O)C2)CC1 (centres undefined)	x	10	-1	-7	2	6	4	2	-2
COc1cc2nc(N(CCCN(C)C)C(=O)c3ccc(S(=O)(=O)N4CCc5ccccc54)cc3)sc2cc1OC	0	-3	-2	7	-6	19	-1	1	-3
CC(CCc1ccccc1)NC(=O)c1cncc(Br)c1 (centres undefined)	-9	12	2	2	-1	-2	5	-1	-4
O=C(COC(=O)/C=C/c1ccc(F)cc1)Nc1nnc(-c2ccccc2)o1	x	4	12	-3	2	16	-5	-3	-7
COc1cc(NC(=S)N2CCc3ccccc3C2)cc(OC)c1	1	12	0	0	4	-5	2	-3	-1
CC(C)c1nc(Cl)c(C#N)c2c1CSC(C)(C)C2	11	-7	1	-5	-4	9	-7	-3	-11
CCCc1c(C(=O)N/N=C/c2ccccc2C(F)(F)F)nnn1-c1nonc1N	5	0	5	-1	0	11	2	-3	3
CCOC(=O)/C=C1\NC(C)(C)Cc2cc(OC)c(OC)cc21	2	-1	1	-7	-4	-22	3	1	-3
CN1CCN(C(=O)CCS(=O)(=O)c2cc3c(cc2Cl)NC(=O)CO3)CC1	1	1	-2	1	2	9	4	-1	0
Cc1onc(-c2ccccc2Cl)c1C(=O)Nc1cc(=O)n(C)c(=O)n1C	2	9	-3	-2	3	-2	1	-4	-6
CCOC(=O)c1cn(C2CC2)c2c(F)c(NCCCN(C)C)c(F)cc2c1=O	-1	8	3	-1	3	9	0	-2	1
N/C(CC(=O)Nc1ccc(F)c(Cl)c1)=N\OC(=O)c1cccs1	3	-1	10	3	-1	-28	-4	-7	-10
CCCCC(=O)Nc1nnc(S(=O)(=O)N(CC)c2ccccc2)s1	-7	-1	8	-5	-2	2	-1	0	-3
CCCn1c(SCC(=O)N2CCCC(C)C2)nnc1-c1cccnc1 (centres undefined)	9	-2	4	3	-2	-8	-1	-3	-4
CCCCC1=CC2=C(c3ccco3)C(=O)C(C)(OC(=O)c3ccc(OC)cc3)C(=O)C2=CN1C1CCCC1 (centres undefined)	24	x	x	-20	4	28	6	2	-2
O=Cc1c(Cl)cccc1Cl	x	-1	-1	0	-4	4	0	2	0
O=C(Cc1cccs1)NNC(=O)C12CC3CC(CC(C3)C1)C2	-16	7	8	-3	0	-4	6	-2	-3
Cc1ccc(C(=O)Nc2ccc(OCc3ccccc3)cc2)cc1[N+](=O)[O-]	-3	4	-4	-5	-2	9	-1	-1	-2
CCOC(=O)C1CCCN(c2c(N3CCN(C4CCCCC4)CC3)c(=O)c2=O)C1 (centres undefined)	-4	5	4	-3	-4	1	1	-3	7
c1csc(-c2noc(CN3CCOCC3)n2)c1	-3	1	5	-7	-1	-4	-6	0	-9
C/C(=N\NC(=S)NCc1ccccc1)c1ccc(C)o1	3	2	3	5	-3	9	7	-1	1
Cc1ccc(-n2c(=O)[nH]c3cc(C(=O)NC4CCN(Cc5ccccc5)CC4)ccc3c2=O)cc1	0	8	4	1	1	-2	2	1	-10
Cc1ccc(Oc2nc3ccccc3n3c(C)nnc23)cc1	3	11	-1	-1	1	8	1	2	5
O=C(COc1ccc(-c2nnco2)cc1)N1CCN(S(=O)(=O)c2ccccc2)CC1	1	11	0	-1	-2	14	2	0	5
O=C(CN(CCc1ccccc1)C(=O)CNS(=O)(=O)c1ccccc1)NCC1CCCO1 (centres undefined)	-9	1	10	-2	1	16	0	-1	-9
O=C(CN1CCCCCC1)Nc1ccc(Cl)cn1	0	3	1	-1	1	25	0	0	0
COc1ccc(Br)cc1-c1nc2c(c(=O)[nH]c(=O)n2Cc2ccccc2)n1C	0	2	-5	3	3	5	6	1	-4
CC1=NN(c2ccc(Cl)cc2)C(=O)C1C(c1ccccc1O)c1c(C)[nH]n(-c2ccc(Cl)cc2)c1=O (centres undefined)	72*	13	1	67*	12	5	0	7	21
Cc1cc(C2(O)C(=O)Nc3ccccc32)ccc1F (centres undefined)	1	3	3	1	-3	6	5	-3	-4
S=C(Nc1ccc(Br)cc1Cl)NC1CCN(Cc2ccccc2)CC1	3	13	10	-2	-6	0	0	-3	5
CCN(CC)CCCN(Cc1cc2cc3c(cc2[nH]c1=O)OCCO3)C(=O)Nc1ccccc1	7	-2	0	1	0	24	10	-2	0
Cc1cc(C)cc(-n2nnc(C(=O)NCc3ccc4c(c3)OCO4)c2N)c1	-5	2	0	-1	0	17	2	-4	-7
C=CCSc1ncnc2sc(C)c(C)c12	0	7	7	-1	-2	-13	0	-1	0
O=C(CCNS(=O)(=O)c1cccc2nsnc12)NCCc1ccccc1	-6	4	3	-1	-1	3	3	0	-2
Cc1ccc(C)c(OCCC(=O)OCC(=O)Nc2ccc(C)c(S(=O)(=O)N3CCCCC3)c2)c1	-16	2	-4	0	-55	-8	19	-26	-72
c1ccc(-n2nnnc2NCCc2c[nH]c3ccccc23)cc1	-5	2	5	1	-1	5	2	5	2
CCC(=O)Nc1nnc(SCC(=O)c2ccc3c(c2)Cc2ccccc2-3)s1	-4	-6	-3	1	-6	-3	0	-3	-1
COC(=O)c1ccccc1NC(=O)CN1CCC(C(=O)c2ccc3c(c2)OCCO3)CC1	5	5	4	-4	0	5	33*	3	7
O=C(Nc1nccs1)C1C2CC3OC(=O)C1C3C2 (centres undefined)	-3	2	0	2	2	2	4	-1	-7
COc1ccc(NC(=O)COC(=O)CCCOc2ccc(Cl)cc2Cl)cc1Cl	-8	9	7	-9	0	-18	14	-14	-46
CCOC(=O)C1=CN(Cc2ccco2)S(=O)(=O)N(CC)C1c1ccc(F)c(Cl)c1 (centres undefined)	x	1	0	2	x	x	9	x	x
COc1cccc(NC(=O)CN(C)C(=O)c2cc(C)oc2C)c1	x	13	3	-2	-3	1	-3	0	0
COc1cc(OC)c(CNC2CCCCCC2)cc1Br	10	6	0	0	0	1	2	-1	3
Cc1cccc(CSCCNC(=O)c2ccc(CN3CCOCC3)cc2)c1	5	3	1	0	3	13	2	-2	4
CNC(=O)C(C)c1ncc(C(F)(F)F)cc1Cl (centres undefined)	4	8	2	1	-5	0	-3	-2	1
CN(C)C(=O)CSc1nnc(C23CC4CC(CC(C4)C2)C3)o1	-3	3	10	1	-1	1	9	0	1
O=C(NCc1nc2ccccc2[nH]1)C1=C[C@@H](c2csc3ccccc23)C[C@@H](OCc2ccc(CO)cc2)O1	-11	-21	-10	-2	-35	-14	-14	-27	-62
COC1=CC(=Cc2c(N)n3nc(CC(=O)N4CCCCC4)sc3nc2=O)C=C(OC)C1=O	9	10	12	-7	-7	8	11	5	0
CCOc1ccc(C(=O)OCC(=O)Nc2ccc(SC(F)F)cc2)cc1OCC	14	-2	0	11	-15	-13	11	-4	-6
CCS(=O)(=O)c1ccc2oc(SCC(=O)NC34CC5CC(CC(C5)C3)C4)nc2c1	-6	5	9	0	5	8	5	3	4
OC(CNC1CCCCCC1)COc1cccc2ccccc12 (centres undefined)	-1	9	4	0	-2	11	-1	-3	-9
CCCNC(=O)c1onc(CS(=O)(=O)c2cc(C)cc(C)c2)c1C(=O)NCCC	x	8	-1	-1	x	-5	0	x	x
COc1ccc(C(=O)C[n+]2ccccc2C)cc1	4	9	6	-3	-2	-2	1	1	0
CCN1CCN(C(c2cccs2)C(C)NC(=O)CC(C)C)CC1 (centres undefined)	3	-2	1	-3	0	-4	5	0	11
CC1(c2ccccc2)CC(C)(C)n2c(O)c(C3=NC(=S)NC3=O)c3cccc1c32 (centres undefined)	19	1	8	0	-7	3	-1	1	2

(continued)
SMILES	GSTO1 inh	PAFAH1B3 FP inh	PAFAH1B2 FP inh	PAD4 FP inh	PME-1 primary	PREPL inhibitor	pPAFAH FP inh	LYPLA1 inh	LYPLA2 inh
CC(NCC(=O)Nc1ccccc1C(=O)NC1CC1)c1cccc(C(F)(F)F)c1 (centres undefined)	x	5	8	0	-6	-2	1	0	2
O=C1N=C(N2CCN(c3ccccc3)CC2)S/C1=C\c1cn[nH]c1-c1ccccc1	9	3	1	1	3	13	3	-1	5
O=c1c(Cc2c(F)cccc2Cl)c(O)ccn1CCc1ccccn1	11	11	3	-3	-1	4	8	1	8
O=C(c1ccccc1NS(=O)(=O)c1cccs1)N1CCCC1	9	5	8	-5	-2	4	3	-3	-1
c1ccc(-c2nc(SCc3nc4ccccc4[nH]3)c3oc4ccccc4c3n2)cc1	x	-27	-14	-2	x	-9	-18	x	x
Cc1csc(NC(=O)CSc2nnc(Cc3cccn3C)n2CCc2ccccc2)n1	1	9	-2	2	2	-1	7	0	-4
COc1cccc(-c2csc(N3CCN(C(=S)Nc4ccccc4C)CC3)n2)c1	8	11	-3	4	6	17	3	-5	0
CC1CCc2nn(CC(=O)NCCCN3CCCC3=O)cc2C1 (centres undefined)	-2	7	2	2	1	7	-3	1	-1
Cc1cccc(NCN2C(=O)c3ccccc3C2=O)c1	16	5	6	2	-3	21	3	2	2
O=c1cnn(Cc2ccc(Cl)c(Cl)c2)c2ccccc12	5	9	6	-2	4	8	-1	-6	11
COc1cc(-c2noc(C3CCCN(C(=O)c4c(F)cccc4F)C3)n2)cc(OC)c1OC (centres undefined)	-8	7	3	-2	-2	-2	2	0	3
COc1ccccc1-n1nnnc1SCC(=O)NCC1CCCO1 (centres undefined)	7	0	6	1	3	5	2	-2	-4
COc1c(N2C[C@@H]3CCCN[C@@H]3C2)c(F)cc2c(=O)c(C(=O)O)cn(C3CC3)c12	11	-5	1	-4	-1	3	3	-1	-5
Cc1ccc(-n2nnc3c(=O)n(CC(=O)N4CCC(C)CC4)cnc32)cc1	4	6	-1	-3	1	6	2	2	4
CC(CCc1ccccc1)NC(=O)COC(=O)c1ccc([N+](=O)[O-])cc1 (centres undefined)	-4	14	6	2	6	-4	11	-3	2
COc1ccc(CN(C)C(=S)Nc2ccc(Cl)cc2Cl)cc1	5	14	8	2	7	3	7	1	4
COc1cccc(CNC(=O)Cn2ccc([N+](=O)[O-])n2)c1	-2	7	-7	-4	3	-4	4	1	4
